RmlCD inh 1536: M. tuberculosis RmlC/RmlD coupled enzyme inhibitors, primary screen, biochemical, compound mixtures, 384-well, from 1536-well plates; dTDP-4-dehydrorhamnose reductase (Mycobacterium tuberculosis (strain ATCC 25618 / H37Rv)) …; actives 0.03% (n = 160,000); RmlC+RmlD coupled enzyme assay, percent inhibition; primary screen in compound mixtures; inhibition, % at 3.6 µM; AID 1533, 2009; in the data active means inhibition mostly above about 34%, no sharp cut-off; further: some results filed as inactive read as strong as hits
Target sequence (P9WH09 whole entry, looked up): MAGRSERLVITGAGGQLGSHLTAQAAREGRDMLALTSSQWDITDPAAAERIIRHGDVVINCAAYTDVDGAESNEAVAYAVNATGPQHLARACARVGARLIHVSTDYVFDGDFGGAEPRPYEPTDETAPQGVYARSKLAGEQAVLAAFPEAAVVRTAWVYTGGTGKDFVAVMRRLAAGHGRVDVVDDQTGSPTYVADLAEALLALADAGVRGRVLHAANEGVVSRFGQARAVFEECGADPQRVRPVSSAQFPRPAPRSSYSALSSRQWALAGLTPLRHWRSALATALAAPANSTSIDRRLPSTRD
Target sequence (P9WH11 whole entry, looked up): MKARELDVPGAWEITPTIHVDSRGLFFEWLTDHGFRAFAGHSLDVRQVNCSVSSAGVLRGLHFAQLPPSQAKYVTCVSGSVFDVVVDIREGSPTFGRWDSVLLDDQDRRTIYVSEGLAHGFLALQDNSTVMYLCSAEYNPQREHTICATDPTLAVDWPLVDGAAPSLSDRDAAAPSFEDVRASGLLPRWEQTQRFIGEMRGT
M. tuberculosis GlmU: inhibition of mycobacterial GlmU enzyme – biochemical, glucosamine-1-phosphate acetyltransferase (AID 1376). actives 0.25% (n = 220,000). inhibition, %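 (tested at 30 µM in the primary screen)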; hits with a dose series show IC50 in µM. M. tuberculosis GlmU acetyltransferase enzyme assay; higher % means a stronger effect. Bifunctional protein GlmU (Mycobacterium tuberculosis (strain ATCC 25618 / H37Rv)); in the data active means inhibition above about 13%;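 further: 0% = complete reaction with vehicle and 100% = reaction without substrate; strong numbers were not always called active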
* = called active by the depositor; x = not tested or not shown. These rows are one share of the data (hit frequency here may not be typical).

SMILES	RmlCD inh 1536	M. tuberculosis GlmU
COC(=O)c1c(C#N)c(N)nc2c1CCC2	1	-0.2%
Cc1ccc(S(=O)(=O)N/N=C/c2ccc(OC3CSC3)cc2)cc1	32	0.2%
O=C(N/N=C/c1c[nH]c2ccccc12)c1ccncc1	5	3.8%
COc1ccc(OC)c(C2=NOC(C(=O)Nc3cccnc3)C2)c1 (stereo not given)	-5	2.5%
CCOC(=O)c1ccccc1NC1c2ccccc2C(=O)N1C1CCN(C(=O)OCC)CC1 (stereo not given)	9	1.0%
N#CC12CCCCC1CC1CCCCC1(C#N)N2Cc1ccccn1 (stereo not given)	x	-4.0%
CC(=O)c1ccc(OC2OCCOC2Oc2ccc(C(C)=O)cc2)cc1 (stereo not given)	x	1.0%
COc1cc(OC)cc(C(=O)N[C@@H](CCSC)c2nc3ccccc3[nH]2)c1	x	-0.3%
CC(C)N1CCNCC1	10	-7.8%
O=C(c1ccc(C(F)(F)F)cc1)C1CCCN(C(=O)c2cnccn2)C1 (stereo not given)	x	0.9%
O=C(Cc1ccccc1)NCc1ccc(F)cc1	17	-6.2%
CCCCCCCn1ccc(=N)cc1	x	-4.6%
NNC(=O)c1cc2sccc2s1	-2	14%*
CCOc1ccc(S(=O)(=O)N(C(=O)c2ccco2)c2cc3sc(=O)oc3c3ccccc23)cc1	-10	2.7%
CC1(C)CC(=O)C(C=NCC2CCN(C(=S)Nc3ccccc3)CC2)=C(O)C1	x	1.6%
CN(Cc1ccccc1)S(=O)(=O)c1ccc(NC(=S)NC(=O)C(C)(C)C)cc1	11	-3.6%
Oc1c(C=Nc2ccccc2)sc(=S)n1Cc1ccccc1	-14	-2.2%
Cn1c(C(=O)NCc2ccccn2)cc2c(=O)n(C)c3ccccc3c21	1	2.2%
COc1ccc(S(=O)(=O)N2CCN(Cc3ccc4c(c3)OCO4)CC2)c2ccccc12	32	1.2%
Cc1c(Br)c([N+](=O)[O-])nn1C(C)C(=O)NCc1cccnc1 (stereo not given)	8	-0.4%
Cc1c(C(=O)OC2CCCC2C)[nH]c2c1C(=O)CCC2 (stereo not given)	-10	-1.5%
CC(/C=N/n1c(-c2ccco2)n[nH]c1=S)=C\c1ccccc1	-6	6.7%
Oc1ccc(-c2csc(-c3cccnc3)n2)cc1O	-1	1.5%
Cc1ccc(S(=O)(=O)n2cnc3cc([N+](=O)[O-])ccc32)c(C)c1C	9	2.9%
CC(C)(O[C@@H]1O[C@H](CO)[C@@H](O)[C@H](O)[C@H]1O)[C@H]1Cc2cc3ccc(=O)oc3cc2O1	x	-0.8%
CCN1CCN(Cc2nc3c(c(=O)n(C)c(=O)n3C)n2CC(=O)c2ccccc2)CC1	-12	-9.9%
COCCNC(=O)CSc1nc2ccccc2c(=O)n1CCCC(=O)NCc1ccccc1	x	4.5%
O=C1C(Cl)=C(NC2CCCCC2)C(=O)N1c1ccc(Cl)cc1	x	4.6%
O=C(CN1C(=O)COc2ccc(S(=O)(=O)N3CCOCC3)cc21)NCc1ccccn1	-4	-3.6%
COc1ccc(NC(=O)CCC(=O)OCc2ccc([N+](=O)[O-])cc2)cc1	-11	10%
S=C(NCCCN1CCOCC1)Nc1ccc(N2CCOCC2)cc1	-9	-1.0%
COC(=O)C1CC(=O)c2ccsc2C1 (stereo not given)	5	-5.4%
Cc1ccc(-c2noc(CN3CCN(Cc4ccccc4)CC3)n2)cc1	x	-1.4%
CC(=O)NCc1ccc(C(=O)CCl)s1	-37	3.7%
COCCNc1nc(SCC(=O)N2CCN(c3ccccc3OC)CC2)nc2ccccc12	18	x
COc1cc(NC(=O)c2c(Cl)cnn2C)c(OC)cc1Cl	4	8.8%
COC(=O)c1ccc(C2N=C(c3cccs3)CC(c3ccccc3O)N2)cc1 (stereo not given)	-8	2.3%
O=C(O)C(F)(F)C(NCc1ccccc1)c1ccccc1 (stereo not given)	x	2.1%
CCc1c(C)nc2cc(-c3cccs3)[nH]n2c1=O	5	6.4%
COCCN(C(=O)CSc1nc2ccccc2c(=O)n1CCOC)c1c(N)n(Cc2ccccc2)c(=O)[nH]c1=O	3	1.1%
CCC1(C)CC(C(N)=S)CCO1 (stereo not given)	-12	4.1%
COc1cc(Br)cc(CN2CCN(C)CC2)c1O	7	12%
O=C(CCc1ccccc1)Nc1ccc(S(=O)(=O)N2CCCC2)cc1	-9	5.0%
O=C(NC(=O)c1ccncc1)NC(c1ccccc1)c1ccccc1	-14	2.9%
CC(=O)c1ccc(NC(=O)CSc2nc(C)cc(C)c2C(N)=O)cc1	5	2.8%
N#CC(C(=O)Nc1ccccc1)=C1Nc2ccccc2N1	x	3.5%
COC(=O)CSc1nc2ccccc2n1CC(=O)N(C(C)C)C(C)C	x	4.6%
O=C(c1ccc(Cn2c(=O)[nH]c3ccsc3c2=O)cc1)N1CCN(c2ccccc2)CC1	-5	4.0%
CCC(Sc1nc2ccccc2c2nc3ccccc3n12)C(=O)NCc1ccco1 (stereo not given)	-5	x
C=CCn1c(SCC(=O)Nc2ccc3c(c2)CCC3)nc2ccccc2c1=O	-10	-0.8%
Further entries
SMILES	RmlCD inh 1536	M. tuberculosis GlmU
CCNC(=O)CC1C(=O)N(c2ccc(C)cc2)C(=O)N1CCc1sccc1C (stereo not given)	x	1.1%
O=C(CN(CCc1ccccc1)S(=O)(=O)c1ccc(Br)cc1)N/N=C/c1ccc2c(c1)OCO2	-4	4.2%
Cc1ccc(NC(=S)Nc2ccc3cn[nH]c3c2)cc1C	-4	-1.2%
COc1ccc(C(=O)c2c(-c3ccsc3)oc3ccc(-c4ccc(OC)cc4)cc23)cc1	x	0.3%
CC(C)c1nc2cc3ccccc3cc2[nH]1	20	0.1%
CCOc1cc(CNCCc2ccc(S(N)(=O)=O)cc2)ccc1OCc1ccc(Cl)cc1	-6	-17%
O=C(CN1CCN(c2ccc(F)cc2)CC1)NC(=O)NCc1ccco1	7	-3.6%
O=C1CN(S(=O)(=O)c2ccc(Cl)cc2)CC(=O)N1CCc1ccccc1	x	1.2%
Cn1c(SCc2cc([N+](=O)[O-])cc3c2OCOC3)nnc1-c1ccccn1	-12	7.9%
CC(=O)c1ccc(Oc2cnccn2)cc1	2	1.0%
CC(=O)Nc1ccc(C(=O)N/N=C/c2cc(Br)cc(Br)c2O)cc1	x	0.2%
COc1ccc(NC(=O)C2CCCN(S(=O)(=O)c3cccc4cccnc34)C2)cc1OC (stereo not given)	5	-2.5%
N#CCCN(C1CCCCC1)S(=O)(=O)CCOc1ccccc1	8	-2.7%
O=S1(=O)CCN2C(=N1)SC1=C2CCN(Cc2ccccc2)C1	7	-3.5%
COc1cc(CCNC(=O)c2cnn3ccccc23)cc(OC)c1OC	x	2.7%
c1ccc(CNc2ncnc3scc(-c4cccs4)c23)nc1	7	4.4%
COc1ccc(NC(=O)CO/N=C2\CCCc3nonc32)cc1	-14	7.9%
C/C(=N\NP(=S)(c1ccccc1)c1ccccc1)c1ccc(O)cc1O	-14	1.9%
CCC12C(=O)C(CC)(C(c3ccccc3)=C1c1ccccc1)[C@@H]1C(=O)N(c3ccccc3)C(=O)C12 (stereo not given in full)	9	4.6%
C=CCc1cccc2cc(NC(C)=O)c(=O)oc12	64	-4.8%
CC(=O)Nc1ccc(S(=O)(=O)NCc2ccc(C(=O)NCCN3CCCCCC3)cc2)cc1	14	-8.7%
CN(C)c1ccc(C=Nc2ccccc2)cc1	x	2.6%
COc1ccc(CNC(=O)Nc2ccccc2)cc1	x	-2.2%
CC1=C2C3OC(=O)C(C)[C@@H]3CC[C@](C)(O)C2C2C3C4C5(C12)[C@H]1OC(=O)[C@@H](C)C1CC[C@]4(C)O[C@]5(C)[C@@H]3O (stereo not given in full)	6	-5.5%
CC(CC(=O)N1CCN(c2ccccc2F)CC1)c1ccccc1 (stereo not given)	-8	-0.5%
CCOc1cccc(OCCn2cnc3ccccc3c2=O)c1	5	-4.3%
O=C1NCCNC(=O)c2ccccc2OCCOc2ccccc21	x	2.1%
O=C(c1ccccc1)c1coc2ccc(O)c(Cl)c12	x	5.7%
CC(C)(C)n1nnnc1C(c1ccccc1F)N(Cc1ccco1)CC1CCCO1 (stereo not given)	10	-3.2%
O=C(CSCc1ccccc1)Nc1ccc(Cl)cn1	-2	2.8%
Nc1cccnc1Sc1cccc(Cl)c1	-7	0.4%
CCOC(=O)c1sc(NC(=O)c2cc3ccccc3o2)nc1C	-5	-2.1%
CCOC(=O)C1=C(C)C/C(=N\NC(=O)c2ccccc2O)CC1	52	-1.9%
COc1ccc(CN(C)Cc2ccccc2)c(OC)c1OC	5	-2.2%
COc1ccc(/C(=N/O)C(C)(C)NO)cc1	x	3.3%
COc1ccc(C(=O)NCCC(C)C)cc1S(=O)(=O)N1CCOCC1	8	2.9%
Cc1oc(-c2cccs2)[n+]([O-])c1C	4	2.8%
CC1CCC(C(C)C)C(OC(=O)COC(=O)c2cc(O)ccc2N)C1 (stereo not given)	10	5.5%
COc1cc(/C=C/c2ccc3cccc([N+](=O)[O-])c3n2)ccc1OCC(=O)O	9	5.2%
C/C=C/C=C/C(=O)OC(C)C(=O)Nc1cc([N+](=O)[O-])ccc1OC (stereo not given)	52	-3.4%
CS(=O)(=O)N(CC(=O)N1CCCCCC1)c1ccc2c(c1)OCCO2	1	4.0%
Cc1ccc(NS(=O)(=O)c2ccc3c(c2)oc(=O)n3C)cc1F	x	2.2%
NC(=O)C1CCN(C(c2ccccc2F)c2nnnn2Cc2ccco2)CC1 (stereo not given)	-16	-0.6%
O=C(N/N=C/C(Cl)=C/c1ccccc1)c1ccncc1	13	-0.8%
Cc1ccc(NC(=S)NNS(=O)(=O)c2ccc3ccccc3c2)cc1Cl	x	-8.4%
COc1cccc(NC(=S)NC2CC3CCCC(C2)N3C2CCCC2)c1 (stereo not given)	-3	0.8%
Cc1ccc(C(C)C)c(OCc2ccc(C(=O)N/N=C/c3cccc(O)c3O)cc2)c1	7	4.0%
Cc1cc(S(=O)(=O)Nc2ccccc2C(=O)O)ccc1Cl	6	-5.8%
CCOC(=O)c1c(C)c(C(=O)NCc2ccc(OC)cc2)c(C)n1C	30	-1.1%
O=C(O)[C@H](Cc1ccccc1)N1Cc2ccccc2C1=O	-5	x
(cont.)
SMILES	RmlCD inh 1536	M. tuberculosis GlmU
CCc1cc(C(=O)OC)c(NC(=O)CC2NCCNC2=O)s1 (stereo not given)	x	-0.2%
CCOc1ccc(-n2c(SC)nc3c(c2=O)SCC3)cc1	-2	-3.8%
COc1cc(C2c3c(-c4ccccc4)n[nH]c3C(=O)N2c2ccc(C(=O)O)cc2)ccc1O (stereo not given)	-9	-4.8%
O=C1C(=O)N(CNc2cccnc2)c2ccccc21	8	-1.9%
CC1=C(C(=O)N2CCCC(CCC(=O)NCc3ccc(F)c(F)c3)C2)OCCO1 (stereo not given)	0	1.3%
O=C(Nc1ccc(C(F)(F)F)cc1)c1cc(S(=O)(=O)NCC2COc3ccccc3O2)ccc1F (stereo not given)	x	0.4%
CCOc1ccc2[nH]c3c(=O)n(CCC4=CCCCC4)cnc3c2c1	31	3.1%
CCOC(=O)c1cnc2ccccc2c1Nc1ccc(C(=O)O)cc1	6	6.2%
COc1ccccc1NC(=O)COC(=O)c1cnccn1	-5	-2.3%
CNc1ccc(Br)cc(C(=O)/C=C/c2ccc(Cl)cc2Cl)c1=O	x	10%
CCN(CC)S(=O)(=O)c1ccc2c(c1)nc(CCC(=O)OCC(=O)Nc1c(F)cccc1F)n2C	9	3.3%
O=C(NCc1ccc2c(c1)OCO2)c1ccc(CSCc2ccccc2Cl)o1	-1	3.2%
CC(=O)N1Cc2ccccc2C(C)CC12CCCCC2 (stereo not given)	x	0.2%
Cc1c(Cl)cccc1N/C(=N/S(=O)(=O)c1cccs1)c1ccccc1	7	3.0%
Cc1ccc(S(=O)(=O)NC2=NCN(CCOC(=O)c3ccccc3)CN2)cc1	x	4.8%
NC(=O)[C@@H]1[C@@H]2C(=O)N(c3ccc(F)cc3)C(=O)[C@@H]2[C@H]2C=Cc3ccccc3N21	x	-1.8%

In the list so far, 12 contain fluorine:
SMILES	RmlCD inh 1536	M. tuberculosis GlmU
O=C(c1ccc(C(F)(F)F)cc1)C1CCCN(C(=O)c2cnccn2)C1 (stereo not given)	x	0.9%
O=C(Cc1ccccc1)NCc1ccc(F)cc1	17	-6.2%
O=C(O)C(F)(F)C(NCc1ccccc1)c1ccccc1 (stereo not given)	x	2.1%
O=C(CN1CCN(c2ccc(F)cc2)CC1)NC(=O)NCc1ccco1	7	-3.6%
CC(CC(=O)N1CCN(c2ccccc2F)CC1)c1ccccc1 (stereo not given)	-8	-0.5%
CC(C)(C)n1nnnc1C(c1ccccc1F)N(Cc1ccco1)CC1CCCO1 (stereo not given)	10	-3.2%
Cc1ccc(NS(=O)(=O)c2ccc3c(c2)oc(=O)n3C)cc1F	x	2.2%
NC(=O)C1CCN(C(c2ccccc2F)c2nnnn2Cc2ccco2)CC1 (stereo not given)	-16	-0.6%
CC1=C(C(=O)N2CCCC(CCC(=O)NCc3ccc(F)c(F)c3)C2)OCCO1 (stereo not given)	0	1.3%
O=C(Nc1ccc(C(F)(F)F)cc1)c1cc(S(=O)(=O)NCC2COc3ccccc3O2)ccc1F (stereo not given)	x	0.4%
CCN(CC)S(=O)(=O)c1ccc2c(c1)nc(CCC(=O)OCC(=O)Nc1c(F)cccc1F)n2C	9	3.3%
NC(=O)[C@@H]1[C@@H]2C(=O)N(c3ccc(F)cc3)C(=O)[C@@H]2[C@H]2C=Cc3ccccc3N21	x	-1.8%
